# Screens: PubChem BioAssay, Sanford-Burnham Center for Chemical Genomics
# UPR CHOP act – activators of apoptotic arm of unfolded protein response (CHOP); CHO-CHOP luciferase reporter, UPR activation, luminescence; percent of tunicamycin response over DMSO baseline; activation, % at 10 µM; 330,000 tested, 0.34% active;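 active = at 10 µM dose, activation of 40% or more, normalized to positive control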;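 also: 100% = tunicamycin at 10 µg/mL and 0% = DMSO alone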
#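 assay system = CHO CHOP reporter cells | amount = 500 CHO-CHOP cells per well | buffer or medium = F12 with 10% FBS | incubation = 16-18 h cell attachment, then 6 h compound exposure, 37 °C | detection = luminescence read with Steady-Glo | read-out = percent activation relative to tunicamycin control | controls = tunicamycin high control, DMSO low control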
# APJ antagonist – APJ receptor antagonism | P35414 | CHO-K1 APJ beta-arrestin complementation, luminescence | inhibition, % at 20 µM | 330,000 tested, 0.32% active | AID 2521;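 active = inhibition above about 40% at 20 µM, limit read from the data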;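 also: cells challenged with 10 nM apelin-13 agonist together with compound; plate controls were apelin-13 plus DMSO wells for no effect and DMSO wells lacking apelin-13 for full effect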
# APJ agonist – agonists of human APJ apelin receptor; CHO-K1 APJ PathHunter beta-arrestin, luminescence; 0% DMSO wells, 100% apelin; AID 2520; activation, % at 20 µM; 330,000 tested, 0.11% active;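 active = activation more than six SD over the plate average, tested at 20 µM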;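 also: 0% = DMSO alone and 100% = apelin-13 at 10 nM; some results filed as inactive read as strong as hits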
#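 Assay system: CHO-K1 APJ beta-arrestin complementation cell line / Compound: single test compound dose, 20 µM final, 1% DMSO / Times: overnight seeding, 90 min compound at 25 °C, 1 h detection / Technique: beta-gal luminescence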
# UPR XBP1 act – adaptive UPR (XBP1) activation; 330,000 tested, 0.33% active; activation, % at 20 µM; AID 463104; CHO-XBP1 luciferase reporter, IRE1-XBP1 UPR activation, luminescence; percent of tunicamycin response, DMSO as zero;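 active = versus positive control, 20 µM dose yields 30% or more activation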;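 also: 100% = tunicamycin at 10 µg/mL and 0% = DMSO only wells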
#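 Assay system: IRE1-XBP1 luciferase reporter CHO line. Input: 1000 cells/well. Buffer or medium: F12 with 10% serum. Doses: 20 µM, 1% DMSO. Times: overnight seeding at 37 °C, 6 h compound treatment at 37 °C. Technique: Steady-Glo luciferase glow luminescence, 10 min after reagent addition.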
# 697 NFkB inh – lowers PMA/ionomycin-induced NF-kB signal in 697 B cells | 330,000 tested, 0.33% active | inhibition, % at 4 µM | 697 B-cell NF-kB luciferase reporter, 16 h; in the data active = inhibition above about 35%
# Jurkat NFkB inh – lowers PMA/ionomycin-induced NF-kB signal in Jurkat cells; PMA/ionomycin-induced NF-kB luciferase reporter, luminescence; AID 435003; 330,000 tested, 0.53% active; inhibition, % at 4 µM; in the data active = inhibition above about 50%
# Mdm2 MdmX PPI – disrupts the human Mdm2-MdmX interaction; 330,000 tested, 3% active; SaOS-2 split-luciferase Mdm2/MdmX complementation, luminescence; inhibition, % at 8 µM;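 active = inhibition of at least 50% at 8 µM in the primary screen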
# Target sequence (O15151 whole entry, looked up): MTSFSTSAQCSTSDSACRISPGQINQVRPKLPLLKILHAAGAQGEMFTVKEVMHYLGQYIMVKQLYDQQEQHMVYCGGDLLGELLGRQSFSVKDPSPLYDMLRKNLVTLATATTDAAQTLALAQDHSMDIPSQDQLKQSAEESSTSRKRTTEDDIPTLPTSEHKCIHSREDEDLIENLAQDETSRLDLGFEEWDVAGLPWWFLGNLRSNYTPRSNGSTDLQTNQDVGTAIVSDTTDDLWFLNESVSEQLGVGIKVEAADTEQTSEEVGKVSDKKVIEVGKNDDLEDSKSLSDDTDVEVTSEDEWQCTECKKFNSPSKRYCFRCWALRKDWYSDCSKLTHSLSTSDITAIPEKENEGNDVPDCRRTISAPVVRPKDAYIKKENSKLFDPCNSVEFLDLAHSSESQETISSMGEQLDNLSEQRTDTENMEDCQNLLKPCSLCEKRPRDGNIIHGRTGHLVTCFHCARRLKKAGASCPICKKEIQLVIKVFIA
# Target sequence (Q00987 whole entry, looked up): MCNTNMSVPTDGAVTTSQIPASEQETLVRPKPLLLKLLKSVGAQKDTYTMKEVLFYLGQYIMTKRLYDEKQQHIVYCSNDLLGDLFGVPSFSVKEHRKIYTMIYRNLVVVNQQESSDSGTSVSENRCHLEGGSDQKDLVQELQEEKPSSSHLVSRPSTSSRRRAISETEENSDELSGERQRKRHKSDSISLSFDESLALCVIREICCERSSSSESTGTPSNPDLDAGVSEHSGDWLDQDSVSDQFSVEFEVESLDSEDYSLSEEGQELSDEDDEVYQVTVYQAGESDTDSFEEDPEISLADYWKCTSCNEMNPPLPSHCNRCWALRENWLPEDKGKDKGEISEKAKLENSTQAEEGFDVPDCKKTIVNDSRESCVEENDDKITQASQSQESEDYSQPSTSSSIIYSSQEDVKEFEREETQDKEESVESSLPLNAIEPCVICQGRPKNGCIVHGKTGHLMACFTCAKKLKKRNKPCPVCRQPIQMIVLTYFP
# tim23-1 inh – inhibits growth of tim23-1 mutant yeast. S. cerevisiae tim23-1 growth, BacTiter-Glo luminescence, 24 h. inhibition, % at 20 µM. 330,000 tested, 1.3% active. AID 463212;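 active = growth inhibition of the mutant yeast at or above 50%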;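 also: temperature-sensitive mutant grown at 25 °C; plate controls were DMSO-treated mutant yeast for no effect and medium wells lacking yeast for full effect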
# * hit, by the source's call.
SMILES	UPR CHOP act	APJ antagonist	APJ agonist	UPR XBP1 act	697 NFkB inh	Jurkat NFkB inh	Mdm2 MdmX PPI	tim23-1 inh
Cc1nc(CCNC(=O)CC2C(=O)NCCN2Cc2ccc(F)cc2)sc1C (stereo not given)	0.6	-13	-1	-3	4	-4	-21	10
COc1cc(-c2nc(CN(C)Cc3nnc(C)o3)c(C)o2)ccc1F	2.2	2	-5	-1	30	6	-15	11
c1ccc(CNc2ccc3c(c2)ncn3C2CCCCC2)nc1	-0.7	-3	2	-3	-37	-28	-31	4
COc1ccc(NC(C)C(=O)Nc2cccc(S(=O)(=O)N3CCOCC3)c2)cc1OC (stereo not given)	0.1	-18	1	0	-4	0	29	-4
O=C1NC2(CCCCC2)C(=O)N1CCN1C(=O)c2ccccc2C1=O	0.8	8	-4	-3	4	1	10	-1
CC(C)(C)Cc1nnc(NC(=O)Cc2cccs2)s1	1.0	-2	-1	-2	12	15	-21	18
COc1ccc(N2CCN(C(=S)Nc3ccc(OC)cc3OC)CC2)cc1	0.2	16	0	-1	-6	11	22	-4
Cc1ccc(C(=O)NCc2ccco2)cc1S(=O)(=O)Nc1cccc(C)c1C	-3.7	-17	-3	-1	11	9	4	24
COc1cc(CSc2ncn[nH]2)c(OC)cc1CSc1ncn[nH]1	-2.0	7	0	1	27	9	-3	-14
Cc1[nH]c2ccccc2c1/C=N\NC(=O)Cn1nnc(-c2ccccc2)n1	-1.7	-3	1	1	3	2	13	6
Cc1ccc(NC(=O)Cc2nc(COC(=O)Cc3cccc(C(F)(F)F)c3)cs2)cc1	3.0	7	12	0	-3	1	-2	7
CCOc1ccc(-c2nc(=S)[nH][nH]2)cc1	0.3	4	5	-4	-23	-22	4	-15
COc1cc(OC)cc(C(=O)N2CCC(C(=O)N3CCOCC3)CC2)c1	0.0	-2	-2	3	-16	-8	2	4
CN1CCC(OC(=O)COc2ccc(F)cc2)CC1	-0.6	-10	-1	-2	14	-21	11	5
Cc1nn(C)c(C)c1S(=O)(=O)N1CCC(C(=O)NC2CCCCC2)CC1	-1.3	10	18	-2	-22	-2	-37	30
CCNC(=S)N/N=C/c1ccc(-c2ccccc2)o1	2.2	13	1	4	-26	10	-2	53*
CCNc1nc(NOC)nc(OCC#N)n1	-0.1	3	-2	-2	-12	10	-7	0
CCNc1cc(N2CCCC2)ccc1[N+](=O)[O-]	2.0	10	0	-2	-54	0	51*	13
CCCCCCCCCCCCN1C/C(=C\C(=O)OCC)c2ccccc2S1(=O)=O	-1.1	9	4	-2	14	3	-25	-1
O=C(NCCc1nnc2ccc(N3CCCC3)nn12)c1ccccc1	0.4	7	2	-1	-7	-3	18	3
O=c1c2ccccc2nc(-c2ccccc2)n1O	0.1	17	1	1	17	5	34	14
CCc1cc(-c2n[nH]c(C)c2-c2ccccc2Cl)c(O)cc1OC	-1.3	-11	-2	-8	-19	-3	10	45
COc1cccc2cc(C(C)N(CCCN3CCOCC3)C(=O)Nc3ccc(Cl)cc3)oc12 (stereo not given)	-2.7	-4	-3	-3	-2	-3	7	18
CCCCn1c(=O)[nH]c(=O)c2c1nc(-c1ccc(OC(F)F)c(OC)c1)n2C	1.1	22	1	4	11	7	13	6
C/C=C(\C)C(=O)OC1CC(C)(C)C[C@H]2C3=CC[C@@H]4[C@@]5(C)CCC(O[C@@H]6O[C@@H](C(=O)O)[C@@H](O)C(O[C@@H]7OC[C@H](O)[C@@H](O)[C@@H]7O[C@@H]7OC(CO)C(O)[C@@H](O)[C@@H]7O)C6O[C@@H]6OC(CO)C(O)C(O)C6O)[C@@](C)(CO)[C@@H]5CC[C@]4(C)[C@]3(C)CC(O)[C@@]12CO (stereo not given in full)	0.8	-4	-3	-2	12	11	55*	20
CC(C)(C)C1CCC(=NNC(=O)C(=O)NC2CCCCC2)CC1 (stereo not given)	1.7	1	-2	-4	3	10	10	-7
COC(=O)c1ccccc1N1C(=O)[C@@H]2C(c3ccc(F)cc3)=NO[C@@H]2C1=O	-2.1	4	1	-3	3	-3	17	8
CCn1c(COc2ccccc2C)nnc1SCC(=O)N1CCN(c2ccccc2)CC1	-1.0	14	-3	-5	19	-8	26	11
COc1ccccc1/C=C/C(=O)NCC(=O)N/N=C/c1ccccc1	-0.2	-13	0	0	-6	-10	4	14
CCOc1ccc(Cn2c(=O)sc3ccccc32)cc1OC	-1.3	13	-1	1	-3	-3	12	12
CC(NC(=O)c1ccccc1)c1nnc(SCC(=O)NC2CCCC2)n1C (stereo not given)	0.6	-8	-2	3	-4	-11	-11	17
CCN(CC)CCNC(=S)Nc1ccc2nc3n(c(=O)c2c1)CCCCC3	-0.6	15	-1	-3	18	-14	12	13
CCOc1ccc2[nH]c(C(=O)N/N=C/c3ccc(OC)cc3)cc2c1	1.6	-5	2	10	-9	47	53*	2
Cc1c(C#N)c(O)n(CCO)c(=O)c1N=Nc1ccc2c(c1)COC2=O	31	30	-7	-2	11	3	91*	3
COc1ccccc1NCc1nnc(-c2ccccc2)o1	1.1	14	0	-3	-18	-14	4	13
O=C(Nc1ccc(Cl)c(S(=O)(=O)N2CCCCC2)c1)c1ccncc1	-0.7	-67	9	-2	-57	14	9	8
CN(C)c1nc(-c2cn(CCC#N)c3ccccc23)cs1	1.0	1	-2	-4	15	5	43	12
COc1ccc(C(=O)NNC(=O)c2cnccn2)cc1[N+](=O)[O-]	-0.5	-25	4	2	12	16	9	7
COc1ccccc1-n1c(C)nnc1SCC(=O)NCc1ccccc1	-2.0	11	0	-2	8	5	-17	-3
O=[N+]([O-])c1ccccc1CN1CCN(S(=O)(=O)c2ccccc2)CC1	2.2	14	-2	0	21	9	-12	4
COc1ccc(C2CC(c3ccc(OC)cc3)n3nc(NS(C)(=O)=O)nc3N2)cc1 (stereo not given)	-1.0	13	-3	-1	25	2	14	2
CCOc1ccc(-c2cc(C(=O)NCCCn3ccnc3)c3ccccc3n2)cc1	2.2	-23	0	0	-1	-6	8	10
COC(=O)c1cc(S(=O)(=O)N2CCCCCC2)c[nH]1	3.8	18	-2	1	3	0	19	-13
C/C(=N/OCC(=O)Nc1ccc(C)cc1C)c1cccs1	-0.9	-15	1	-2	-19	-14	4	21
CN(c1ccc(O)cc1)c1nc(O)c(C2=c3ccccc3=NC2=O)s1	9.4	14	-1	9	-56	-34	-66	13
O=C(Nc1ccncc1)Nc1ccc(F)cc1	2.1	-47	8	-1	-6	-22	14	-6
CCN(CC)c1ccc(C=C2C(=O)OC(c3ccccc3)OC2=O)cc1 (stereo not given)	-0.4	-11	0	0	6	-3	11	13
COc1ccc(/C=N/Nc2nc(-c3cccc(S(=O)(=O)N4CCCC4)c3)cs2)c(OC)c1	2.0	-22	3	-1	-1	14	22	22
COC(=O)C1=C(C)N(CCc2ccc(OC)cc2)C(=O)C1	-2.8	8	-4	-1	6	9	8	23
O=C(CC(=O)N1CCN(c2ccccn2)CC1)Nc1ccc2nc3n(c(=O)c2c1)CCCCC3	-0.7	-2	0	4	1	-5	-5	10
COc1ccc(NC(=O)C(NC(=O)Cc2cccs2)c2ccccc2)cc1 (stereo not given)	-2.4	-4	0	-2	27	-2	-1	-10
COCC(=O)N1CCC(Oc2ccc(C(=O)N3C[C@H]4CC[C@H]3C4)cc2)CC1	0.4	23	1	-1	2	-8	0	4
C=CCn1c(CSCc2ccccc2)nnc1SCC(=O)N1CCN(c2ccccc2)CC1	0.6	-31	0	-3	-10	-7	4	28
COc1cccc(N2CCN(c3ccc4nnc(CCC(=O)Nc5cc(C)ccn5)n4n3)CC2)c1	-1.2	2	15	-1	-16	10	8	11
COc1cc(/C=N/NC(=O)c2cccnc2)ccc1OCC(=O)Nc1ccc(C)cc1	1.4	-7	1	2	-25	-42	7	-8
COC(=O)c1scc(C)c1NC(=O)CSc1ccc(Cl)cc1	0.8	-5	-2	-3	1	-9	13	-5
COc1cc(OC)cc(C(=O)NC(=S)N(Cc2ccccc2)C(C)C)c1	0.1	9	-6	-3	-1	12	32	31
CCC(C)Sc1ccc([C@@H]2[C@@H]3C(=O)N(C)C(=O)[C@@H]3[C@]3(C(=O)OC)CCCCN23)cc1 (stereo not given in full)	0.8	17	-3	-1	2	1	28	21
O=c1[nH]cccc1-c1nc2ccccc2n1Cc1ccccc1F	-0.7	-8	-2	-3	0	-7	-6	7

# Of the compounds above, these contain an NH in an aromatic ring.
SMILES	UPR CHOP act	APJ antagonist	APJ agonist	UPR XBP1 act	697 NFkB inh	Jurkat NFkB inh	Mdm2 MdmX PPI	tim23-1 inh
COc1cc(CSc2ncn[nH]2)c(OC)cc1CSc1ncn[nH]1	-2.0	7	0	1	27	9	-3	-14
Cc1[nH]c2ccccc2c1/C=N\NC(=O)Cn1nnc(-c2ccccc2)n1	-1.7	-3	1	1	3	2	13	6
CCOc1ccc(-c2nc(=S)[nH][nH]2)cc1	0.3	4	5	-4	-23	-22	4	-15
CCc1cc(-c2n[nH]c(C)c2-c2ccccc2Cl)c(O)cc1OC	-1.3	-11	-2	-8	-19	-3	10	45
CCCCn1c(=O)[nH]c(=O)c2c1nc(-c1ccc(OC(F)F)c(OC)c1)n2C	1.1	22	1	4	11	7	13	6
CCOc1ccc2[nH]c(C(=O)N/N=C/c3ccc(OC)cc3)cc2c1	1.6	-5	2	10	-9	47	53*	2
COC(=O)c1cc(S(=O)(=O)N2CCCCCC2)c[nH]1	3.8	18	-2	1	3	0	19	-13
O=c1[nH]cccc1-c1nc2ccccc2n1Cc1ccccc1F	-0.7	-8	-2	-3	0	-7	-6	7
